# Screening data as filed in PubChem BioAssay.
# SUMO Mot1 rescue = yeast Mot1-301 growth rescue at high temperature, primary screen, SUMOylation pathway inhibitor project, S. cerevisiae, ATP luminescence, 38.5C; S. cerevisiae Mot1-301 growth rescue; percent above DMSO median, 100 means doubled; hit rate 1% among 320,000; growth rescue, % at 18.8 µM; AID 2716, 2010;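 active = every valid replicate shows activation above 250% relative to neutral control wells; inactive = the rest, any valid replicate at or below 250%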;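 also: OY570 slx delta 5 strain wells were the positive control but not used for scaling; some compounds called inactive have numbers as strong as hits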
# MOR-DOR ag = agonists of OPRM1-OPRD1 heterodimerization, primary screen, cell-based, luminescence; Mu-type opioid receptor (Homo sapiens) + Delta-type opioid receptor (Homo sapiens), …; cells; activation, % at 9.3 µM; hit rate 0.3% among 340,000; in the data active = activation above about 18%;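 also: 0% = vehicle-treated cells and 100% = reference agonist; values of inactives mirror those of a sister screen read the other way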
# PKA-R1A act = activators of PKA-R1A holoenzyme, primary screen, biochemical, fluorescence polarization, Cy5-IP20, bovine R1A, mouse PKAc. hit rate 0.083% among 340,000. cAMP-dependent protein kinase type I-alpha regulatory subunit (Bos taurus) + …. PKA-R1A dissociation; scaled: DMSO 0%, 113 µM cGMP 100%. activation, % at 11.4 µM;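 active = percent activation above the mean of all tested compounds plus 3 SD, cut at about 19% in these data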;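 also: higher means more PKAc released from R1A so a rise in polarization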
# Ecoli viability = E. coli V3065 growth inhibition, primary screen, counter-screen for AddAB inhibitor project, absorbance, OD600; 18 h; inhibition, % at 11.9 µM; hit rate 0.27% among 330,000; AID 449728, 2010;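 active = inhibition above the campaign's mean inhibition across all tested compounds plus 3 SD, cut at about 9.9% in these data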;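 also: uninfected addAB+ strain grown without phage in ampicillin broth; 0% = DMSO wells and 100% = ciprofloxacin 0.95 µg/ml wells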
# HTR5A ag ctr = HTR5A agonists in luminescence cell assay, primary screen, counter-screen for OPRM1-OPRD1 heterodimer agonist project, full-deck HTS. 5-hydroxytryptamine receptor 5A (Homo sapiens), P47898. cell-based. activation, % at 9.3 µM. hit rate 0.61% among 340,000. AID 504692, 2011; in the data active = activation mostly above about 9.5%, no sharp cut-off; inactive = mostly below about 7.6%;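 also: 0% = cells with vehicle only and 100% = reference agonist; strong numbers were not always called active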
# Target sequence (P47898 whole entry, looked up): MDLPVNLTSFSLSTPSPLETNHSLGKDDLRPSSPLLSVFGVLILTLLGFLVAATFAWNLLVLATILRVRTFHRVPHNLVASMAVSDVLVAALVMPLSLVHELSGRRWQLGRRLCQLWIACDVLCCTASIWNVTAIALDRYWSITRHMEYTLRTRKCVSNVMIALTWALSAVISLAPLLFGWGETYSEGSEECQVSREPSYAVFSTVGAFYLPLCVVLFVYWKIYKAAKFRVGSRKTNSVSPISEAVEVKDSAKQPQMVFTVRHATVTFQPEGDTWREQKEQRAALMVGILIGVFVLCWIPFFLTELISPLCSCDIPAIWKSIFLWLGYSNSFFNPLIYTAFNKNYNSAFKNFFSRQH
# OPRM1-OPRD1 inv = inverse agonists of MOR-DOR heterodimerization, primary screen, cell-based, luminescence; Mu-type opioid receptor (Homo sapiens) + Delta-type opioid receptor (Homo sapiens), …; cell-based MOR-DOR heterodimer luminescence, inverse agonism; inhibition, % at 9.3 µM; hit rate 0.21% among 340,000; AID 504357, 2011; in the data active = inhibition above about 22%, passing the limit was not always enough;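 also: 0% = cells with DMSO and 100% = wells without cells with DMSO; values of inactives mirror those of a sister screen read the other way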
# PfHsp90 set2 = growth inhibition of PfHsp90-expressing yeast, primary screen, antimalarial PfHsp90 inhibitor project, S. cerevisiae, BacTiter-Glo luminescence, single point, set 2; BacTiter-Glo ATP, 48 h; yeast lacking PDR1 and PDR3 efflux regulators; inhibition, % at 9.4 µM; hit rate 0.32% among 310,000; AID 504621, 2011;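 active = every replicate shows inhibition above about 80%, whatever the replicate mean, limit read from the data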;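 also: 0% = DMSO neutral controls and 100% = 20 µM radicicol positive controls; yeast relying on Plasmodium falciparum Hsp90 in place of its own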
# AddAB inh = growth inhibition of E. coli expressing H. pylori AddAB, primary screen, AddAB inhibitor project, absorbance; inhibition, % at 11.9 µM; hit rate 0.29% among 330,000; in the data active = inhibition above about 12%;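 also: 0% = vehicle wells of infected cells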
# HTR5A inv ctr = HTR5A inverse agonists in luminescence cell assay, primary screen, counter-screen for OPRM1-OPRD1 heterodimer inverse agonist project, full-deck HTS; HTR5A cell line, inverse agonism; inhibition, % at 9.3 µM; hit rate 0.083% among 340,000; AID 504634, 2011; in the data active = inhibition mostly above about 23%, no sharp cut-off; inactive = mostly below about 18%;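 also: 0% = cells with DMSO and 100% = no-cell wells with DMSO; some compounds called inactive have numbers as strong as hits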
# phage Ecoli inh = growth loss of phage-infected E. coli, primary screen, RecBCD inhibitor project, absorbance, with phage, HTS. inhibition, % at 11.9 µM. hit rate 0.26% among 360,000. AID 651602, 2012; in the data active = inhibition above about 11%
# Pemphigus Ab inh = inhibitors of pemphigus antibody binding to DSG3, primary screen, biochemical, bead-based, flow cytometry, scFv-GFP; DSG3-coupled beads, scFv-anti-DSG3-GFP binding; active compounds read low; binding (percent of control), % at 10 µM; hit rate 0.48% among 310,000;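 active = binding more than 3 SD below its plate's average and above zero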;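 also: hits lower antibody fragment binding to DSG3; some compounds called inactive have numbers as strong as hits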
# * marks the source's active call; other numbers are inactive results; x = not tested or not shown. No enrichment for hits; 3.2% or so of the library scored in one or more.
SMILES,SUMO Mot1 rescue,MOR-DOR ag,PKA-R1A act,Ecoli viability,HTR5A ag ctr,OPRM1-OPRD1 inv,PfHsp90 set2,AddAB inh,HTR5A inv ctr,phage Ecoli inh,Pemphigus Ab inh
CC(C)OC(=O)CSc1nnc(SCc2cccc3ccccc23)s1,165,-0.9,-4,0.1,-3,5,45,-0.1,-10,0.6,98
COc1ccc(C(=O)CC(=O)C(=O)Nc2cc(C)ccc2C)cc1,-25,-1.1,5,-0.7,3,5,7,-1.6,-10,2.5,96
CCC(=O)c1ccc(OCC(O)Cn2nnc3ccccc32)cc1 (stereo not given),8,-3.7,-5,2.2,2,18,-3,2.6,-6,2.1,96
O=C(NC1CCCC1)C(c1ccccc1F)N(C(=O)Cc1cccs1)c1ccc2c(c1)OCCO2 (stereo not given),-16,0.5,-9,-0.7,-6,-4,x,0.0,16,1.9,90
CN(Cc1ccccc1)S(=O)(=O)c1ccc(OCC(=O)Nc2cccc([N+](=O)[O-])c2)cc1,-9,-1.0,-10,-1.0,2,6,-4,1.5,22,4.7,92
CCc1ccc(C2=Nn3c(nnc3-c3cccs3)SC2)cc1,-24,-0.1,-7,1.3,1,1,x,2.3,-17,2.8,99
Cc1cc(C)c2c(c1)/C(=N/NS(=O)(=O)c1ccccc1)CCC2,7,-0.2,-9,-1.7,-1,1,9,2.9,-8,0.0,95
CC(=O)c1cccc(NC(=O)c2ccc(S(=O)(=O)N3CC(C)OC(C)C3)cc2)c1 (stereo not given),-6,-1.3,-3,2.8,3,5,x,0.3,-10,1.4,104
COc1ccccc1CNC(=O)CN(C)S(=O)(=O)c1ccc2c(c1)n(C)c(=O)c(=O)n2C,3,-2.4,-11,-1.5,2,12,7,4.2,-10,2.4,102
COc1ccc(CC(=O)NCC(C)(C)N2CCOCC2)cc1,-13,-1.1,9,1.9,3,7,11,2.2,-6,1.1,93
CC(=O)Nc1ccc(S(=O)(=O)N(C)c2ccc(OCC(=O)OCC(=O)NCc3ccco3)cc2)cc1,0,-0.9,-10,-1.2,1,4,-12,-1.3,-4,0.9,126
CCN(CCO)c1nc(SC)nc2c1sc1nc(-c3ccco3)c3c(c12)CCC3,606,-1.9,-10,-2.9,-4,10,-12,1.7,-16,x,101
CC(=O)SC(C)CC(=O)NCc1ccccc1 (stereo not given),0,-4.2,-4,2.2,3,19,13,5.4,-7,1.9,120
Cc1cccc(CC2S/C(=N/N=C/c3ccco3)NC2=O)c1 (stereo not given),-21,-2.1,2,-4.0,-13,10,-3,-2.4,-23,1.2,102
CCCc1cc(C(=O)N2CCCN(C)CC2)cs1,-11,-2.8,-9,-0.3,0,14,4,-0.3,9,3.6,x
COc1ccccc1NC(=O)Cn1nnc(-c2ccccc2NC(=O)c2cc3ccccc3oc2=O)n1,5,-0.4,0,-2.0,7,2,-6,1.5,-24,1.9,9.0*
O=C(O)CCCCCn1c(SCC(=O)Nc2ccc(F)cc2)nc2ccsc2c1=O,242,-1.9,-8,0.7,-1,10,21,-0.6,-23,1.8,102
CSc1nc2ccccc2c(=O)n1Cc1ccc(F)cc1,408,5.3,-7,0.8,1,-24,-11,0.9,-4,2.8,x
Cc1cc(C)n2nc(-c3ccsc3-n3c(C)ccc3C)cc2n1,2,-1.3,-3,-1.9,-3,8,4,0.7,-25,0.9,87
CC(C)CCNC(=S)Nc1ccc(Br)cc1,x,4.8,8,7.8,-6,-25,26,8.7,16,11*,111
Cc1cc(C(=O)N/N=C/C=C/c2ccc([N+](=O)[O-])cc2)n[nH]1,8,3.5,-4,-0.5,1,-24,11,2.3,3,2.6,100
CCCCCn1c(N2CCOCC2)nc2c1c(=O)n(CC(N)=O)c(=O)n2C,9,-2.5,-12,-0.7,4,11,x,2.4,4,1.8,97
COc1ccc(C2C(C(=O)O)c3ccccc3C(=O)N2C)cc1Br (stereo not given),0,-2.1,6,-0.8,-1,12,-8,1.6,-33,1.4,105
C=CCn1cccc(C(=O)Nc2ccc(C)c(Cl)c2)c1=O,17,-0.5,2,x,-3,3,-23,x,11,2.8,100
O=C(/C=C/c1ccccc1)C1C(=O)c2ccccc2C1=O,136,-0.9,2,-6.6,3,5,38,3.9,6,-2.7,108
SMILES,SUMO Mot1 rescue,MOR-DOR ag,PKA-R1A act,Ecoli viability,HTR5A ag ctr,OPRM1-OPRD1 inv,PfHsp90 set2,AddAB inh,HTR5A inv ctr,phage Ecoli inh,Pemphigus Ab inh
N#CC1(NC(=O)COC(=O)/C=C/c2ccc3ccccc3n2)CCCCC1,363,-2.0,6,0.1,-2,11,-17,4.5,-3,0.6,x
COc1ccc(-c2cc3c(=O)n(CC(=O)NCc4cccnc4)nc(C)n3n2)cc1,3,-2.4,4,-2.7,2,12,-15,4.5,2,-2.4,103
COc1ccc(Cl)cc1NC(=S)NC(=O)c1ccc2c(c1)OCO2,-15,-2.1,-14,1.2,-2,11,-6,0.0,21,3.3,109
O=C(NC(=S)Nc1ccc(CN2CCOCC2)cc1)c1cc2ccccc2o1,42,-1.0,4,-0.9,-3,6,31,2.2,-26,4.6,87
c1ccc2sc(Nc3nc4cc5c(cc4s3)OCO5)nc2c1,16,4.3,-3,-2.8,1,-22,-6,2.3,-2,0.1,101
O=C(NC(=S)N1CCc2ccccc21)c1ccccc1Cl,-18,-3.8,-11,-4.3,-3,21,-10,-1.2,8,-2.6,115
CC(C)(C)c1ccc(OCC(=O)Nc2ccc(-c3nc4cccnc4o3)cc2)cc1,12,-0.7,9,-2.5,6,4,0,2.7,-15,1.8,106
C/C(Cl)=C\Cn1c(NCCc2ccccc2)nc2c1c(=O)n(C)c(=O)n2C,-10,-0.7,3,-1.0,8,3,-6,2.5,-3,1.2,128
COc1ccccc1-n1nnnc1SCC(=O)N(C)C1CCS(=O)(=O)C1 (stereo not given),13,1.7,4,0.2,11,-7,-15,0.9,-29,2.5,106
Cc1ccc(CN2CCN(Cc3ccc4c(c3)OCCO4)CC2CCO)cc1 (stereo not given),1,-3.8,-6,0.3,1,20,-19,0.5,6,2.1,91
COc1ccc(-n2c(N)c(C(=O)NCC3CCCO3)sc2=S)cc1 (stereo not given),11,2.7,9,-0.9,5,-14,x,1.9,-24,2.7,101
CCCNC(=S)N1CCN(c2nc(C)nc3sc4c(c23)CCCC4)CC1,19,0.2,-5,-2.8,2,-1,1,0.0,-5,4.6,94
COc1ccc(S(=O)(=O)N2CC(C)N(C(=O)N(C)C)C2C(C)C)cc1 (stereo not given),1,0.0,6,-0.5,3,0,3,2.2,-11,1.4,106
Cc1ccc(S(=O)(=O)N2CCOCC2)cc1NC(=O)COC(=O)Cc1ccsc1,14,0.4,-4,1.5,1,-3,7,1.1,14,2.8,111
CC1(C)CC(=O)c2cc(C(=O)NC3CCSC3=O)c(=O)n(-c3ccccc3)c2C1 (stereo not given),-6,-2.2,2,-1.0,-1,11,8,3.3,-18,3.1,99
CN1C(=O)C(O)(CC(=O)/C=C/c2ccco2)c2cc(Br)ccc21 (stereo not given),5,0.1,-8,-1.6,-4,-1,-6,-0.7,10,6.0,98
O=C(Nc1cc(C(F)(F)F)ccc1N1CCOCC1)c1ccccc1,26,0.2,0,-1.6,3,-1,20,1.4,-9,2.3,101
CC(/C=C/C1(O)C(C)CC(=O)CC1(C)C)OC1OC(CO)C(O)C(O)C1O (stereo not given),8,-0.3,11,3.3,-1,1,14,4.0,11,1.1,98
O=C1N[C@@H](Cc2cn(S(=O)(=O)c3ccccc3)c3ccccc23)C(=O)N[C@H]1Cc1ccccc1,0,-1.0,-1,1.5,-3,6,x,2.3,8,1.8,94
CCOc1ccccc1/C=N/NC(=O)c1ccc(Cn2cc([N+](=O)[O-])cn2)o1,14,-4.1,-4,-2.2,4,17,9,-2.8,4,2.2,102
CN(C)CCCNc1ccc(-c2nn(C)c(=O)c3ccccc23)cc1[N+](=O)[O-],8,-3.4,12,-1.7,1,17,20,1.6,4,1.5,92
CCOC(=O)C1=C(O)c2ccccc2C(=O)/C1=C\c1ccc(C)cc1,280*,15,-11,2.0,8,-68,-14,1.6,11,x,104
COc1cccc(NC(=O)[C@H](Cc2ccccc2)NC(=O)[C@@H]2Cc3ccccc3CN2)c1,1,1.0,-9,-1.1,-3,-5,-19,1.3,-8,3.9,104
CCC1(c2ccccc2)NC(=O)N(CC(=O)Nc2cc(Cl)ccc2N2CCN(C)CC2)C1=O (stereo not given),11,-3.2,-4,0.0,0,13,10,-0.3,0,3.9,116
Cc1cc(C)n(-c2ccc(C(=O)NCc3cccs3)cc2)n1,x,-0.6,-2,0.3,1,3,-4,1.3,-3,1.6,104
SMILES,SUMO Mot1 rescue,MOR-DOR ag,PKA-R1A act,Ecoli viability,HTR5A ag ctr,OPRM1-OPRD1 inv,PfHsp90 set2,AddAB inh,HTR5A inv ctr,phage Ecoli inh,Pemphigus Ab inh
COc1nc(Nc2cccc(F)c2)nc(OC)n1,-15,-2.5,-8,0.6,-3,11,0,4.7,12,4.6,99
CC1(C)CC(=O)C(N=Nc2cc(C(F)(F)F)ccc2Cl)=C(O)C1,x,-2.3,-2,0.8,0,12,10,1.2,-14,3.3,96
CCCCOc1ccc(OCCSc2nc3ccccc3n2CC(=O)O)cc1,-7,-3.1,6,1.9,0,15,3,4.2,-12,0.0,99
CCOc1ccc(NC(=O)CN(C)C(=O)c2cc([N+](=O)[O-])ccc2N2CCOCC2)cc1OCC,5,-1.2,0,0.6,1,8,x,1.9,-2,3.4,101
CCOc1ccc(C2c3c(oc4cc(C)c(C)cc4c3=O)C(=O)N2CCCN(C)C)cc1OC (stereo not given),61,-1.6,-4,0.5,1,8,-11,5.7,-3,0.9,106
Cc1ccc(NC(=S)Nc2cccnc2)c(S(=O)(=O)N2CCCCC2)c1,11,-1.6,-12,0.1,-1,8,x,1.5,3,4.9,114
COc1ccc(NC(=O)c2ccc3c(c2)CCN3S(=O)(=O)c2ccccc2)cc1,26,-2.6,-4,-0.7,0,13,-26,1.4,-8,-1.3,82
O=C(CSc1ncccn1)N/N=C/c1cccs1,14,-2.6,-2,-0.7,-1,15,-1,1.1,2,-0.4,98
O=C(NCCCN1CCOCC1)C(=O)N/N=C/c1cccc2ccccc12,28,-2.7,2,0.0,-1,13,-18,-2.1,5,3.5,x
CN(Cc1cccc(F)c1)C(=O)C(c1ccccc1)c1ccccc1,10,1.5,0,x,3,-7,-9,x,-10,1.4,116
